CaV13 ICDI inh: Disruptors of the CACNA1D IQ motif to Ca2+-dependent inactivation inhibitor domain association, primary screening, Förster resonance energy transfer in intact living …; HEK cells, CFP/YFP FRET ICDI-IQ, plate reader, 10 min; percent FRET-ratio fall versus neutral wells; inhibition, % at 12.3 µM; actives 0.098% (n = 340,000); AID 743397;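 active = mean replicate inhibition of at least 30% and at least 1% of replicates passing that level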;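 note: 0% = median of the neutral control wells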
HTR2A ag: mouse HTR2A agonism via beta-arrestin recruitment; P35363; CHO-K1 mHTR2A beta-arrestin complementation, luminescence; percent of 30 µM serotonin response; activation, % at 7.6 µM; actives 0.66% (n = 360,000); AID 624169;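 active = activation above a run cutoff, the mean activation of all tested compounds plus 3 SD, cut at about 14% in these data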;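 note: 0% = plate median of compound wells and 100% = 30 µM serotonin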
Target sequence (P35363 whole entry, looked up): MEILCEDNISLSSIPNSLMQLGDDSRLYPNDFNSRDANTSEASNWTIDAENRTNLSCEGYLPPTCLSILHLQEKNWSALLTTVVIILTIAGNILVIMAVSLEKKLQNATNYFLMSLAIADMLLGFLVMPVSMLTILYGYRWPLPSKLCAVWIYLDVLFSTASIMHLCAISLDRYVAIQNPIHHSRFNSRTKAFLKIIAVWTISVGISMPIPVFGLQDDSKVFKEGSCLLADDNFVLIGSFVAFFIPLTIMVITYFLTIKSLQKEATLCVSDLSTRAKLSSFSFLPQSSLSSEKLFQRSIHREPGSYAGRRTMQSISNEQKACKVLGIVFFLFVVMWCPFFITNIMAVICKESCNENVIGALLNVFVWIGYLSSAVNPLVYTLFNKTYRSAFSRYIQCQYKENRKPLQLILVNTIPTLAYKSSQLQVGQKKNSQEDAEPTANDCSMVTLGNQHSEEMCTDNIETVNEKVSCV
H9c2 protect: modulators protecting cardiomyocytes from myocardial damage; H9c2 cardiomyocytes, H2O2 injury protection, ATPLite, 2 h; actives 0.63% (n = 360,000); protection from H2O2 cell death, % at 20 µM;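 active = compounds giving at least 50% protection of heart cells from peroxide-induced death in the single-dose screen, raw or plate-pattern-corrected value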;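 note: 0% = DMSO wells with peroxide and 100% = DMSO wells without peroxide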
ABCB6 inh MLPCN: inhibitors of human ABC transporter ABCB6 | Q9NP58 | K562-ABCB6 porphyrin accumulation, flow cytometry, 1 h; active compounds read low | fluorescence ratio to DMSO, % at 10 µM | actives 0.19% (n = 360,000) | AID 602162;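 active = fluorescence ratio to DMSO below 75%, the collection mean minus 3 SD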;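 note: signal is porphyrin accumulated inside mitochondria; 100% equals median channel fluorescence of DMSO control wells; lower ratio means ABCB6 inhibition with less porphyrin fluorescence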
PDI inh: blocks human protein disulfide isomerase activity; PDI insulin aggregation turbidity, A650, 90 min; inhibition, % at 10 µM; actives 0.052% (n = 350,000); AID 588391;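 active = mean inhibition across replicates of 30% or more, whatever share of single replicates reach that level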;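 note: absorbance from insulin aggregation driven by PDI reduction with DTT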
Target sequence (P07237 whole entry, looked up): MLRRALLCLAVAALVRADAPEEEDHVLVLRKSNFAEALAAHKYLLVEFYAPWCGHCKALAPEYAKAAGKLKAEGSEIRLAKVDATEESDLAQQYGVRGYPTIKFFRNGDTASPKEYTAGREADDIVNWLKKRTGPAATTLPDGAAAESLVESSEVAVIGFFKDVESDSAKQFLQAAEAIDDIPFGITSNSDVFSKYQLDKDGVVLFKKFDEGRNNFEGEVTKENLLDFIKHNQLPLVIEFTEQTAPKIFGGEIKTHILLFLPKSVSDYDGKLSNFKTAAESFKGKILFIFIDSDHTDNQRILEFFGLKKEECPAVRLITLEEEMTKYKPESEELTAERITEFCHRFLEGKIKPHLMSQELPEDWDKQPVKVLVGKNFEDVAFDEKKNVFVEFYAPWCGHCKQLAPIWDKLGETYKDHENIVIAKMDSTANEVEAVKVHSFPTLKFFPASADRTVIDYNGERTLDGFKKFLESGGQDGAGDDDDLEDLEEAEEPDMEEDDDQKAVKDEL
aDG glyco act: increases alpha dystroglycan glycosylation | Pro5-aDG cells, alpha-DG glycosylation AlphaScreen (IIH6); 0% Pro5, 100% B10-LARGE cell signal | activation, % at 10 µM | actives 0.22% (n = 360,000);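 active = activation of at least 8% versus controls, or a plate z-score of at least 8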;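 note: Pro5 are CHO cells carrying HIG-tagged alpha-DG that lacks glycosylation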
Vif imaging: blocks HIV Vif function; actives 0.35% (n = 340,000); inhibition, % at 7.49 µM; HEK293T cells, Vif self-association by quenched fluorescence, imaging, 24 h; in the data active = inhibition above about 50%, passing the limit was not always enough; note: some results filed as inactive read as strong as hits
N-glyco inh: blocks N-linked glycosylation in D54 reporter cells; D54 ERlucT glycosylation luciferase reporter, 24 h; percent of 100 nM tunicamycin response; reporter increase, % at 12.5 µM; actives 0.23% (n = 360,000); AID 588692;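 active = mean luciferase reporter signal, scaled so untreated is 0 and the glycosylation-blocking control 100, at or above a set limit in every replicate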;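 note: luciferase carries N-glycosylation sites so blocking glycosylation raises the light; 0% = median of neutral control wells and 100% = median of 100 nM tunicamycin wells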
Granule exo inh: blocks lytic granule exocytosis; AID 651702; inhibition, % at 10 µM; actives 0.66% (n = 360,000); TALL-104 LAMP-1 surface exposure, flow cytometry; cells stimulated with thapsigargin and PMA;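 active = inhibition above about 55%, limit read from the data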
iPSC survival up: enhancers of human iPSC single-cell survival; actives 0.044% (n = 360,000); survival enhancement, % at 20 µM; hiPSC single-cell survival, ATPlite luminescence; 100% = ROCK inhibitor wells, 0% = DMSO; AID 602274; in the data active = survival enhancement above about 18%;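 note: cells exposed to compounds for 16 hours before the ATP read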
* hit, by the source's call; / = no result given.

SMILES	CaV13 ICDI inh	HTR2A ag	H9c2 protect	ABCB6 inh MLPCN	PDI inh	aDG glyco act	Vif imaging	N-glyco inh	Granule exo inh	iPSC survival up
O=C(Nc1cccc(C(=O)O)c1)/C(=C/c1cccc([N+](=O)[O-])c1)NC(=O)c1cccc(Br)c1	-2	2	-6	101	-7	0.1	5	1	-8	-0.4
Cc1ccc2[nH]c3c(c2c1)CN(C(=O)CN1CC(C)OC(C)C1)CC3 (centres undefined)	-8	-2	1	303	0	-0.4	2	-2	-1	-1.6
CCc1nc2c(OCC(=O)c3ccc(F)cc3)cccn2c1N(C)C(=O)C(C)C	-15	24*	1	98	-4	0.0	5	0	3	-1.2
CCCn1c(C)cc(/C=C(\C#N)C(=O)OCC(=O)N(CC)c2c(N)n(Cc3ccccc3)c(=O)[nH]c2=O)c1C	-7	-2	2	100	4	0.0	-4	0	4	-1.1
Cc1nc(NC(=O)C2CC3CCCC(C2)C3=O)sc1C (centres undefined)	1	-1	-2	97	-3	-0.4	2	1	0	-1.4
COc1ccccc1NC(=O)Nc1cccc(NC(C)=O)c1	0	4	6	103	-4	-0.1	-3	3	0	-0.8
CCN1C(=O)C(=O)N(CC(=O)N2CCN(c3ccccc3)CC2)C1=O	-5	0	4	97	-2	0.1	26	2	-10	0.6
C#CCCCCCCCCC(=O)NCCCC	-2	-1	-5	94	-4	-0.1	-5	0	-5	1.5
CN(C)c1ccc(NC(=O)Nc2cccc(Cl)c2)cc1	-4	-1	-15	97	-1	-0.2	-9	-6	3	-3.2
COc1ccc(OC)c(C(=O)c2ccc(C(=O)c3cc(OC)ccc3OC)cc2)c1	-7	4	-5	99	3	0.0	-9	-7	2	0.1
COc1ccc(S(=O)(=O)Nc2nc3ccccc3nc2NCc2ccc3c(c2)OCO3)cc1	-5	7	-6	97	8	0.1	5	1	-7	-1.7
COCCNC(=O)Cn1nc(Cc2ccncc2)c2ccccc2c1=O	-3	3	2	96	12	0.0	4	-1	11	-0.4
CC(Oc1ccc(Cl)cc1Cl)/C(N)=N/O (centres undefined)	-5	3	-2	99	-2	0.2	7	-1	-2	-0.6
CSCCC(NC(=O)c1ccccc1)C(=O)OCC(=O)NCc1ccco1 (centres undefined)	-4	0	-14	98	2	0.2	-1	2	-3	-0.3
CC(C)C[C@@H](CN1CCCC1CN1C(=S)NC[C@@H]1Cc1ccccc1)N1C[C@H](Cc2ccccc2)N(CC2CCCCCC2)C1=S (some centres undefined)	-7	4	/	101	/	-0.1	/	/	20	-1.0
Cc1cccc(C)c1NC(=O)C1(N2CCN(C(=O)c3ccco3)CC2)CCCCC1	-15	3	-1	98	-5	0.1	-3	2	-2	-0.8
Cc1cc(Nc2n[nH]c(N)c2C#N)ccc1F	-4	5	0	101	-6	-0.3	/	2	-2	3.6
COc1ccc(CC(=O)NC(=S)Nc2ccc(S(N)(=O)=O)cc2)cc1	-3	0	-10	102	3	0.0	/	-2	-2	-1.1
Nc1ccc2c(c1)C(=O)c1cc([N+](=O)[O-])ccc1-2	-9	6	0	95	-3	-0.1	8	2	-2	-2.9
COc1ccccc1OCCCn1c(=O)oc2ccc(C)cc21	-5	-2	0	90	-3	0.1	/	/	3	-0.1
NC(=O)c1nc(C2CCCCC2)nc2c1[nH]c(=O)n2-c1ccc(F)cc1	-5	-3	0	98	-6	-0.1	14	2	3	-1.0
O=C(NCCN1CCN(c2ccc([N+](=O)[O-])cc2)CC1)NCc1ccccc1	-2	-4	-12	94	6	-0.1	-4	-4	21	-0.6
CCOC(=O)[C@]12CCC=C1N(Cc1ccccc1)C(=O)[C@H](CC(=O)NCc1ccc(C)o1)C2	-9	2	/	97	/	0.0	/	/	3	-0.1
CCN(CC(=O)Nc1ccc(C)c(S(=O)(=O)N(C)C)c1)Cc1ccccc1	-18	2	5	95	-4	0.2	5	1	0	-0.2
CCc1nc2ccccc2n1CC(=O)N1CCN(Cc2ccccc2)CC1	1	5	0	106	2	0.4	0	-2	9	-0.9

Reformatted: entries from further up
Molecule | CaV13 ICDI inh | HTR2A ag | H9c2 protect | ABCB6 inh MLPCN | PDI inh | aDG glyco act | Vif imaging | N-glyco inh | Granule exo inh | iPSC survival up
COc1ccc(OC)c(C(=O)c2ccc(C(=O)c3cc(OC)ccc3OC)cc2)c1 | -7 | 4 | -5 | 99 | 3 | 0.0 | -9 | -7 | 2 | 0.1
COc1ccc(S(=O)(=O)Nc2nc3ccccc3nc2NCc2ccc3c(c2)OCO3)cc1 | -5 | 7 | -6 | 97 | 8 | 0.1 | 5 | 1 | -7 | -1.7
COCCNC(=O)Cn1nc(Cc2ccncc2)c2ccccc2c1=O | -3 | 3 | 2 | 96 | 12 | 0.0 | 4 | -1 | 11 | -0.4
CC(Oc1ccc(Cl)cc1Cl)/C(N)=N/O (centres undefined) | -5 | 3 | -2 | 99 | -2 | 0.2 | 7 | -1 | -2 | -0.6
CSCCC(NC(=O)c1ccccc1)C(=O)OCC(=O)NCc1ccco1 (centres undefined) | -4 | 0 | -14 | 98 | 2 | 0.2 | -1 | 2 | -3 | -0.3
CC(C)C[C@@H](CN1CCCC1CN1C(=S)NC[C@@H]1Cc1ccccc1)N1C[C@H](Cc2ccccc2)N(CC2CCCCCC2)C1=S (some centres undefined) | -7 | 4 | / | 101 | / | -0.1 | / | / | 20 | -1.0
Cc1cccc(C)c1NC(=O)C1(N2CCN(C(=O)c3ccco3)CC2)CCCCC1 | -15 | 3 | -1 | 98 | -5 | 0.1 | -3 | 2 | -2 | -0.8
Cc1cc(Nc2n[nH]c(N)c2C#N)ccc1F | -4 | 5 | 0 | 101 | -6 | -0.3 | / | 2 | -2 | 3.6
COc1ccc(CC(=O)NC(=S)Nc2ccc(S(N)(=O)=O)cc2)cc1 | -3 | 0 | -10 | 102 | 3 | 0.0 | / | -2 | -2 | -1.1
Nc1ccc2c(c1)C(=O)c1cc([N+](=O)[O-])ccc1-2 | -9 | 6 | 0 | 95 | -3 | -0.1 | 8 | 2 | -2 | -2.9
COc1ccccc1OCCCn1c(=O)oc2ccc(C)cc21 | -5 | -2 | 0 | 90 | -3 | 0.1 | / | / | 3 | -0.1

Following part:
SMILES	CaV13 ICDI inh	HTR2A ag	H9c2 protect	ABCB6 inh MLPCN	PDI inh	aDG glyco act	Vif imaging	N-glyco inh	Granule exo inh	iPSC survival up
Cn1cc(-c2coc3c(C(=O)Nc4ccccc4)cccc23)cn1	-5	-2	12	93	13	2.8	-5	4	0	0.7
COc1ccc(NC(C)C(=O)N/N=C/c2ccccc2OCc2ccc(Br)cc2)cc1 (centres undefined)	-1	-7	14	88	3	0.5	1	-1	-2	-2.3
CCn1c2ccccc2c2nnc(SCC(=O)c3c(N)n(C)c(=O)n(C)c3=O)nc21	2	2	0	91	-4	0.3	25	0	-1	-0.4
O=C(COc1ccc(S(=O)(=O)N2CCCCC2)cc1)NCc1cccnc1	-8	6	7	96	4	-0.2	6	0	-1	-0.3
CC(C)CC(NC(=O)c1ccccc1)C(=O)OCC(=O)Nc1ccc(S(N)(=O)=O)cc1 (centres undefined)	9	0	2	97	-9	-0.1	-2	-12	0	0.1
O=c1cnnc(N/N=C/c2ccccn2)[nH]1	-2	0	40	99	-2	0.1	1	-11	1	-0.7
O=C(CCc1ccccn1)N1CCCC(N2CCN(c3ccc(F)cc3)CC2)C1 (centres undefined)	-3	-7	7	95	-2	0.1	/	1	-14	0.0
CS(=O)(=O)N1CCC(C(=O)NCCC2=CCCCC2)CC1	-5	-1	-15	102	-14	-0.2	-6	0	5	-0.9
Cc1cc(C)cc(CC2CC(=O)N(c3ccc(Cl)cn3)C2=O)c1 (centres undefined)	-4	0	3	105	2	-0.4	4	0	-2	2.4
CCCNc1nc(Cl)nc(NCc2cccnc2)n1	0	12	3	91	-1	-0.1	-5	2	0	-0.4
Cc1ccccc1NC(=O)COC(=O)C1C2CC3OC(=O)C1C3C2 (centres undefined)	-5	-11	-5	101	-6	0.0	-4	2	-6	-0.3
CCC1(CC)NC(=O)N(CC(=O)Nc2cccc3ccccc23)C1=O	-2	-3	6	104	4	-0.3	5	1	1	-2.3
CC1CCN(C(=O)CN(c2ccc(Cl)c(C(F)(F)F)c2)S(C)(=O)=O)CC1	-8	0	-2	96	-5	0.0	5	-1	8	-0.7
CCN1CCCc2cc(CN(CCN3CCOCC3)C(=S)Nc3cc(F)cc(F)c3)ccc21	-14	-1	-5	100	-2	-0.1	13	-2	3	-0.9
CCOC(=O)C1=C(COC(=O)/C=C/c2ccco2)NC(=O)NC1C (centres undefined)	-6	6	5	101	-3	-0.3	-9	1	1	-0.3
CCC1CCCCN1S(=O)(=O)c1ccccc1 (centres undefined)	-4	0	-6	101	4	0.1	-4	0	-8	-0.6
CC1CN(C(=O)c2c([N+](=O)[O-])cnn2C)CC(C)O1 (centres undefined)	-9	3	6	98	-6	-0.1	/	3	-1	-1.5
Cc1nc(NC(=O)COC(=O)CCc2nc3ccccc3s2)c(Cl)cc1Cl	-7	1	-3	85	0	-0.4	7	2	0	-1.5
Nc1nc(CN2CCC(Cc3ccccc3)CC2)nc(Nc2ccccc2)n1	-3	-7	14	96	-16	1.3	0	1	1	-0.7
CC(=O)c1ccc(NC(=O)CSc2nc(N)c3cc4c(nc3n2)CCCC4)cc1	-5	-1	-10	95	-6	0.1	0	1	-6	-1.8
CCC1C(=O)NCCN1C(=O)CCc1nnc(CCc2ccc(OC)cc2)o1 (centres undefined)	-2	4	1	100	-3	0.1	-5	0	12	-0.5
C#CCNC(=O)C(C)c1ncc(C(F)(F)F)cc1Cl (centres undefined)	-5	6	12	104	-8	1.1	-3	0	3	-3.5
CC(NC(=O)Nc1cccc(Cl)c1)C(c1cccs1)N1CCCC1 (centres undefined)	-5	-1	2	100	7	0.9	-4	-1	-1	1.3
CCOC(=O)Cn1nc(C)c2c1CCCC2=O	-3	-1	2	90	6	-0.2	-1	-1	-2	3.2
CC(c1ccccc1)n1c(N2CCNCC2)nc2c1c(=O)[nH]c(=O)n2C (centres undefined)	-20	9	12	100	4	0.0	6	2	-6	0.2

Continued:
SMILES	CaV13 ICDI inh	HTR2A ag	H9c2 protect	ABCB6 inh MLPCN	PDI inh	aDG glyco act	Vif imaging	N-glyco inh	Granule exo inh	iPSC survival up
Cc1ccc(NC(=S)Nc2cc(C)on2)cc1	-5	-8	7	94	-1	-0.1	14	-4	4	0.4
Cc1cccc2sc(NC(=O)CCNC(=O)c3ccco3)nc12	-6	-6	6	96	8	0.1	-8	5	0	-0.4
O=[N+]([O-])c1ccccc1Nc1cccnc1	-10	2	6	103	-2	0.0	1	2	2	1.3
Cc1nc2ccccc2c2oc(C(=O)NCCCN3CC(C)CC(C)C3)cc12 (centres undefined)	-6	1	5	93	17	0.0	-5	18	0	-0.5
O=C(NCc1cccs1)c1ccc([N+](=O)[O-])cc1Cl	-4	9	12	96	2	-0.1	/	0	-4	6.2
Cc1cc(C)n2cc(CSc3ccccn3)nc2n1	-1	0	0	97	7	-0.5	-7	-1	-1	-1.3
O=C(CSc1cn[nH]n1)Nc1ccc(O)c(C(=O)O)c1	-5	3	10	101	-6	0.9	21	-1	2	2.3

Screens from PubChem BioAssay.
